Bioassay records deposited in PubChem by National Center for Advancing Translational Sciences (NCATS).
BLM helicase inh = Bloom syndrome helicase (human) inhibition; recombinant BLM DNA unwinding, fluorescence dequenching; Potency, µM (series often up to 56.1 µM), for the others: top-dose activity change, negative = inhibition, hits mostly inhibitors; 350,000 tested, 0.2% active; P54132; AID 2528;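 also: potency is read from the fitted curve at half-maximal effect; plate controls were vehicle for no effect and no enzyme for full effect; nearly all actives have a fitted effect of over 35% in size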
LDHA block = inhibitors of human lactate dehydrogenase A. purified LDHA, NADH/diaphorase-resazurin fluorescence; active compounds read low. 480,000 tested, 0.15% active. activity change, % (values are at about 110 or 230 µM); in the data active = activity change below about -30%; inconclusive = mostly about -25% to -30%;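 also: plate controls were DMSO wells for no effect and wells without enzyme for full effect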
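Human LDH5 at 2 nM final in Tris HCl pH 7.4 with 0.06 mM NADH and 0.2 mM pyruvate, reacted 5 minutes at room temperature. Remaining NADH coupled via diaphorase/resazurin; resorufin fluorescence read at 0 and 20 minutes, normalized to enzyme-free and DMSO wells.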
Anesthetic bind = candidate novel general anesthetic via apoferritin binding | AID 485281 | P02791 | apoferritin/1-aminoanthracene competitive binding, fluorescence | 350,000 tested, 0.074% active | Potency, µM (doses to about 77.5 µM), for inactives: top-dose activity change, negative = displacement, usual class: inhibitors; also: potency is read from the fitted curve at half-maximal effect; % is scaled to controls: 0 for no effect and ±100 for the full control effect; nearly all actives have a fitted effect of over 20% in size
Target sequence (P02791 2-175 limits assumed): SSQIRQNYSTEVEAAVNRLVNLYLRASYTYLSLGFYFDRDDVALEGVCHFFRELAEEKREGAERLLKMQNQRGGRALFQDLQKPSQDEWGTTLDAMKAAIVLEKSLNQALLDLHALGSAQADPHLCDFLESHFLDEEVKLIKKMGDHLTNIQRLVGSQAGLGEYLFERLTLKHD
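10 uM apoferritin + 50% sat. 1-AMA, PBS; cpd 10 min RT; Ex380/Em535 endpoint; normalized to free probe vs complex; 4-param Hill fit; propofol titration as pos. ctrl.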
APE1 inh = inhibitors of human APE1 endonuclease. P27695. recombinant APE1, TAMRA/BHQ-2 abasic DNA cleavage fluorescence. Potency, µM (doses to about 65.8 µM), for inactives: at the highest dose activity change, negative = inhibition, actives largely listed as inhibitors. 350,000 tested, 0.35% active;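 also: potency is read from the fitted curve at half-maximal effect; plate controls were vehicle for no effect and reference inhibitor for full effect; nearly all actives have a fitted effect of over 55% in size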
Target sequence (P27695 whole entry, looked up): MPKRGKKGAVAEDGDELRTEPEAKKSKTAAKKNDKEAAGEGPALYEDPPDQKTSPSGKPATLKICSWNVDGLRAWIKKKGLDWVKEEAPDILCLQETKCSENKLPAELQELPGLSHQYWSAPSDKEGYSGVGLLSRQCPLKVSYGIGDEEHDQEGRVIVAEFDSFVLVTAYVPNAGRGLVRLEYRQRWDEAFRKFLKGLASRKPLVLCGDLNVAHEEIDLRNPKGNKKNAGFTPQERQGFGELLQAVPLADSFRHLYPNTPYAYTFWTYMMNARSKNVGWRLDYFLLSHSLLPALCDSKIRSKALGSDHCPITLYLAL
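Incision of a quenched TAMRA/BHQ-2 THF abasic-site duplex (50 nM) by 0.75 nM APE1, after 15 min compound preincubation, measured as fluorescence increase over three 60 s reads. Values normalized to buffer, DMSO and NSC13755 control wells.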
Pol beta inh = inhibitors of human DNA polymerase beta; P06746; Pol beta primer extension/strand displacement, fluorescence kinetic; Potency, µM (titrated, usually from 114 µM), for inactives: at the highest dose activity change, negative = inhibition, most hits filed as inhibitors; 340,000 tested, 1.3% active; AID 485314; also: potency is read from the fitted curve at half-maximal effect; % is scaled to controls: 0 for no effect and ±100 for the full control effect
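Curves were derived by four-parameter Hill fits of normalized qHTS data. The kinetic fluorescent primer-extension read was taken at 0 and 10 min after 50 nM substrate, following a 15 min room-temperature preincubation of 10 nM enzyme with compounds.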
POLK inh = blocks human DNA polymerase kappa activity | 400,000 tested, 0.53% active | purified Pol kappa, fluorescent DNA synthesis assay, 10 min | Potency, µM (doses to about 107 µM), for inactives: at the highest dose activity, negative = inhibition, actives largely listed as inhibitors | Q9UBT6 | AID 588579; also: potency is read from the fitted curve at half-maximal effect; % is scaled to controls: 0 for no effect and ±100 for the full control effect
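Kinetic fluorescence readout at 0 and 10 min followed reaction start with substrate at 50 nM final. Beforehand, enzyme (10 nM Pol kappa) stood 15 min with compound at room temperature; buffer-only wells were negative controls.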
POLH inh = DNA polymerase eta (human) inhibition; recombinant Pol eta, fluorescent DNA replication assay; Potency, µM (highest dose often 114 µM), for the others: at the highest dose activity change, negative = inhibition, actives largely listed as inhibitors; AID 588591; 390,000 tested, 1.2% active; Q9Y253; also: potency is read from the fitted curve at half-maximal effect; % is scaled to controls: 0 for no effect and ±100 for the full control effect
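Pol eta at 10 nM preincubated with compounds 15 min at room temperature; reaction started with fluorescent substrate (50 nM final) and read kinetically at 0 and 10 min.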
GRP78 ERSR act = inducers of ER stress response in human glioma cells; U87-MG GRP78 promoter luciferase reporter, 16 h; Potency, µM, inactives show at the top dose activation, most hits filed as activators; 420,000 tested, 0.02% active; AID 602332; also: potency is read from the fitted curve at half-maximal effect; series mostly up to about 76 µM; % of control where 0% means no effect; nearly all actives have a fitted effect of over 35% in size
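ERSR induction read as luciferase luminescence (Bright-Glo, 10 min at room temperature) in stably transfected human U87-MG glioma cells exposed to compounds for 16 h, using GRP78 as sensor.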
POLI inh = DNA polymerase iota (human) inhibition. 390,000 tested, 1% active. Q9UNA4. Potency, µM (doses to about 115 µM), without a hit: top-dose activity, negative = inhibition, actives largely listed as inhibitors. Pol iota fluorescent replication assay, 10 min. AID 588590; also: potency is read from the fitted curve at half-maximal effect
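Pol iota at 10 nM preincubated 15 min with compounds at room temperature; reaction started with fluorescent substrate, 50 nM final. Fluorescence read kinetically at 0 and 10 min; buffer-only wells as negative control.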
* marks the source's active call; other numbers are inactive results; ? = inconclusive; · = no result given; & = joins results of further samples; [ ] = another dose, or the depositor's remark. Unless noted, calls follow the shape of the dose curve; as a rule, active = well fitted curve in the direction sought with a large enough effect; inconclusive = small, poorly fitted or top-dose-only effect, or another doubt; inactive = no such curve, though single readings can be large; an effect the other way counts as inactive or inconclusive. A portion of the library, so the mix of outcomes need not match the whole.

SMILES	BLM helicase inh	LDHA block	Anesthetic bind	APE1 inh	Pol beta inh	POLK inh	POLH inh	GRP78 ERSR act	POLI inh
CCCCc1nc2n[nH]c(N)c2c2c1CSC(C)(C)C2	-4%	-3	-22%	-3%	5%	-1%	-14%	-5%	19%
COc1nc2c(C)cccc2cc1-c1noc(-c2ccco2)n1	-6%	2	-7%	2%	9%	0%	-10%	4%	11%
COC(=O)CSc1nc2ccc(C)cc2[nH]1	-3%	-3	-11%	?	39%	-15%	-5%	2%	5%
Cc1ccc(Cl)cc1N1CCN(C(=O)c2cc(S(=O)(=O)N3CCCC3)c[nH]2)CC1	-9%	0	44%[activator]	·	-12%	-13%	-1%	-3%	-21%
COc1ccccc1-n1c(SCC(=O)Nc2cccc3ccccc23)nc(O)cc1=O	-18%	-2	-22%	-6%	-3%	-10%	-11%	4%	?
Cc1noc(C)c1S(=O)(=O)Nc1ccc(C(=O)N2CCc3ccccc3C2)cc1	-6%	-1	-6%	-2%	13%	3%	-5%	-3%	24%
CC(O)[C@H]1CNCCN1CC1(c2ccccc2)CC1 (stereo partly specified)	·	-5	·	8%	·	-3%	-22%	-3%	20%
CCn1c(SC(C)C(=O)Nc2nccs2)nnc1-c1ccncc1 (stereo unspecified)	-3%	-1	-4%	5%	-12%	-16%	-5%	-5%	-2%
Cc1ccc(C(=O)CCC(=O)N(C)CC(=O)Nc2c(Cl)cccc2Cl)cc1	0%	-2	-5%	17%	0%	-23%	-19%	-2%	-1%
Cc1ccc(S(=O)(=O)Nc2ccc3c(c2)nc(CCN2CCCCC2)n3C)cc1	1%	-8	5%	-1%	2%	-6%	-11%	-4%	50%[activator]
Cc1cccc(Cl)c1NNC(=O)Nc1c([N+](=O)[O-])c(C)nn1C	0%	-13	-8%	-1%	-2%	2%	-1%	-8%	17%
O=C(c1ccccc1)c1nnc(-c2ccccc2F)o1	-7%	-5	-7%	-5%	1%	-7%	-12%	8%	3%
CCO[C@@H]1OC(C(=O)N2CCN(Cc3ccc4c(c3)OCO4)CC2)=C[C@H](c2ccc3c(c2)OCO3)[C@H]1CCCO	-2%	-8	-18%	-2%	17%	-2%	-6%	-4%	2%
S=c1nc(C2CCCCC2)[nH]c2ccccc12	-6%	-17	-19%	-2%	0%	-9%	-16%	-3%	23%
Cc1cccc(C(=O)Nc2c(-c3ccc(F)cc3)nc3ccccn23)c1	-1%	-4	-17%	·	18%	-21%	-13%	-2%	-6%
COc1ccc(C(OC(=O)c2c(C)noc2C)C(=O)NC2CCCC2)cc1 (stereo unspecified)	-2%	-3	-13%	-1%	-21%	3%	-16%	-1%	20%
Cc1cc(C)c2oc(C(=O)Nc3c(C(=O)Nc4ccccc4)oc4ccccc34)cc(=O)c2c1	-4%	-9	3%	·	3%	-6%	-1%	-5%	16%
Cc1cc(C)nc(NC(=O)CSc2nnnn2-c2ccccc2)n1	-4%	-1	-10%	1%	9%	-5%	-2%	0%	8%
O=C(Cn1cnc2nc3c(cc2c1=O)CCCC3)N1CCN(c2ccccc2)CC1	-1%	-4	-15%	·	-3%	-3%[60.1 µM]	-10%	-3%	29%
O=C(NC1CCCCC1)c1ccc2c(c1)N(Cc1cccc(F)c1)C(=O)c1ccccc1S2	-9%	-13	-9%	·	1%	-16%[60.1 µM]	-7%	-2%	-6%
Nc1nc(SCc2ccccc2)c2ncn(C3CCCO3)c2n1 (stereo unspecified)	·	-2	·	·	·	4%	-21%	3%	6%
CCOc1cc(Br)c(/C=C2/C(=O)N(C)C(=S)N2CC(=O)OC)cc1OC	-3%	-15	-16%	15%	2%	-14%	-16%	-2%	61%[activator]
c1ccc(OCc2nnc3sc(-c4cccs4)nn23)cc1	-5%	-10	-8%	0%	?	-19%	?	-2%	9%
Cc1ccc(C2=NNC(C(O)C(O)C(O)C(O)CO)S2)cc1 (stereo unspecified)	0%	-3	2%	-2%	4%	-24%	2%	0%	8%
NC(=O)C1=C[C@H](c2csc3ccccc23)C[C@H](OCc2ccc(CO)cc2)O1	6%	2	-24%	-5%	12%	10%	-14%	2%	-4%
CC(=O)C(=Nc1ccccc1Cl)NNc1ccc(Cl)cc1	0%	6	-14%	0%	26%	-7%	-5%	1%	34%[activator]
CC(=O)Nc1ccc(-c2cn3ccsc3n2)cc1	-3%	-2	-5%	-3%	-26%	-4%	-16%	-12%	11%
CC(=O)Nc1cccc(C(=O)OC(C(=O)c2ccc(C)c(C)c2)c2ccccc2)c1 (stereo unspecified)	-14%	6	?	-5%	4%	-10%	-14%	-2%	8%
CC(=O)c1cccc(NC(=O)N2CCCC2C(=O)NC2CCCC2)c1 (stereo unspecified)	-3%	-2	8%	39%	1%	7%	-1%	-4%	22%
O=C(CN1CCCC1)NCC12CC3CC(CC(C3)C1)C2	-1%	-5	-14%	1%	-6%	-4%	-10%	-3%	13%
COc1ccc(Cl)cc1N(C(C)C(=O)O)S(C)(=O)=O (stereo unspecified)	-4%	-2	-1%	10%	6%	1%	-5%	-4%	11%
Cc1nc2cc(CC(=O)O)ccc2o1	2%	-2	-3%	0%	0%	-17%	7%	-6%	14%
Cc1ccc(C(=O)NC(=S)N2CCN(c3cc(C)ccc3C)CC2)cc1	-5%	-2	-4%	-3%	5%	-14%	-22%	-6%	19%
CC(C)Cn1cnc2c1c(=O)n(CC(=O)O)c(=O)n2Cc1ccccc1	-1%	-6&-2	6%	16%	8%	-7%	-11%	-1%	89%[activator]
Oc1ccc(-c2csc(-c3cccnc3)n2)c(O)c1	-5%	-6	-6%	-5%	2%	-4%	?	-4%	-9%
O=C(NNc1c(F)c(F)cc(F)c1F)c1ccco1	·	-3	·	33%	·	4%	-25%	1%	25%
Cc1c(C(=O)Nc2ccc(OCc3ccccc3)cc2)cccc1[N+](=O)[O-]	-2%	-2	-7%	-3%	9%	-3%	-12%	-1%	-4%[58.9 µM]
Cc1cccc2cc(C3CC(c4cccs4)=NN3C(=O)CCC(=O)O)c(Cl)nc12 (stereo unspecified)	-5%	-4	-4%	1%	15%	-6%	-12%	-1%	79%[activator]
CC1CCc2c(C(=O)NCCCN3CCOCC3)csc2C1 (stereo unspecified)	-1%	0	-19%	2%	6%	-3%	1%	-1%	20%
CC(=O)C1=C(OC(=O)C(C)C)c2ccccc2S(=O)(=O)N1Cc1ccccc1	-2%	3	-21%	·	15%	-2%	-15%	-2%	-2%
COc1ccc(CC(=O)NCc2ccccc2)cc1	-2%	-2	-2%	16%	1%	-10%	-7%	5%	-5%
CCC(C)NC(=O)Cn1cnc2sc(C)c(S(=O)(=O)N3CCCCC3)c2c1=O (stereo unspecified)	-3%	-3	0%	38%	-13%	-22%	-22%	-2%	138%[activator]
CCN(CC)CC#CC(C)OCOCC#CCOC (stereo unspecified)	1%	0	-15%	3%	27%	-6%	-12%	-4%	-9%
Cc1cccn2cc(-c3ccc(S(=O)(=O)N4CCCCC4)cc3)nc12	-6%	-2	-7%	29%	?	-10%	-17%	1%	?
Cc1ccc(/C=C/S(=O)(=O)NCCC(=O)NCc2ccc(F)cc2)cc1	·	-4	·	5%	·	-14%	-6%	-2%	-10%
